Bioassay records: PubChem BioAssay, The Scripps Research Institute Molecular Screening Center
GPR151 activ: activates the human receptor GPR151 | AID 1508602 | PathHunter beta-arrestin GPR151 cells, luminescence | activation, % at 11.2 µM | 1% of 650,000 active; in the data active means activation above about 4.9%;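 further: 0% = median of compound wells and 100% = cells with positive control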
Target sequence (Q8TDV0 whole entry, looked up): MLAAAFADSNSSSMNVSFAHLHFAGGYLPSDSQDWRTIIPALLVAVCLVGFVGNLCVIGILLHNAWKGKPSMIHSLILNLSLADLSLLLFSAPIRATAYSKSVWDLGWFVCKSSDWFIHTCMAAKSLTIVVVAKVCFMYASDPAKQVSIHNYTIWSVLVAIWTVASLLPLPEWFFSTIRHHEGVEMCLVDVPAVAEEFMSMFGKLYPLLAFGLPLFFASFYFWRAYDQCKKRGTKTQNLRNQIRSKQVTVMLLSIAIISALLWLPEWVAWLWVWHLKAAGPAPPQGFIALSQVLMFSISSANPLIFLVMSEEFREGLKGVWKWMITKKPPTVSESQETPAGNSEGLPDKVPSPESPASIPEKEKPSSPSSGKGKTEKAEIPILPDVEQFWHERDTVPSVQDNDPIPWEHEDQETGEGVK
MITF inh: blocks human microphthalmia-associated transcription factor; 0.91% of 650,000 active; O75030; AlphaScreen MITF homodimerization, bead proximity signal; inhibition, % at 2.6 µM; AID 1259374; in the data active means inhibition above about 50%;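 further: 0% = vehicle wells with protein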
Target sequence (O75030 whole entry, looked up): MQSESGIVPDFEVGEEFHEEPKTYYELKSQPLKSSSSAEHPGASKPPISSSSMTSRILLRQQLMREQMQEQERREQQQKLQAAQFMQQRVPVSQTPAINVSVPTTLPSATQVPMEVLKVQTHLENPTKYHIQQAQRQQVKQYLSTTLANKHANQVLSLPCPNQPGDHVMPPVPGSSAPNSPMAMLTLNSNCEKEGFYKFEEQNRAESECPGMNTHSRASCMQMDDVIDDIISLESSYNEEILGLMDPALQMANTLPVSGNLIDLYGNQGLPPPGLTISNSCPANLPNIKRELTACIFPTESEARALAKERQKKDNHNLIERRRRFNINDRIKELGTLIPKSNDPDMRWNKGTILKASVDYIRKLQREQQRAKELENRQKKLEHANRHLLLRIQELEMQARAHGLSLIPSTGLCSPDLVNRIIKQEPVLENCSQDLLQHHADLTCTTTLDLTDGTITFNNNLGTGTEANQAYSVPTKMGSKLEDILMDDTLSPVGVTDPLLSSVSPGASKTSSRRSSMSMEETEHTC
TEAD-YAP inh: TEAD-YAP interaction inhibition | HEK-TIYL cells, TEAD-Gal4/YAP UAS-luciferase luminescence | inhibition, % at 9.12 µM | 1.4% of 640,000 active; in the data active means inhibition above about 32%;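 further: 0% = median of test compound wells and 100% = reference inhibitor wells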
FBW7 activator: human FBW7 E3 ligase activation, primary screen; normalized activity (activation), % at 26.1 µM; AlphaScreen FBW7–phospho-cyclin E peptide binding, activator screen; 0.13% of 650,000 active; Q969H0; in the data active means normalized activity above about 1.9%;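 further: purified mutant Fbw7 with reduced substrate affinity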
Active calls of the source: *; & = joins results of further samples; ! = repeats disagree.

Under each structure: GPR151 activ, MITF inh, TEAD-YAP inh, FBW7 activator
- O=C(NCc1ccncc1)c1cc2cc(C3(O)CCN(Cc4ccccc4)CC3)ccc2o1
  1.6, -16, 6, -0.1
- CCOC(=O)C(CCOc1cccc(CC)c1)C(=O)OCC
  -1.0, -24, 0, 0.1
- CSc1ccc(C(=O)OCC(=O)c2ccc(NC(=O)CC(C)C)cc2)cc1[N+](=O)[O-]
  -1.1, 7, 11, 0.0
- COc1ccc(-n2c(SCC(=O)N(c3ccccc3)C(C)C)nc3sc4c(c3c2=O)CCC4)cc1
  0.4, 2, 8, -0.1
- COc1cc(OC)cc(C(=O)Oc2ccc(C(C)=O)cc2)c1
  0.8, -12, -1, 0.1
- Cc1ccc2oc(-c3ccccc3N)nc2c1
  -3.0, 2, -67, 0.7
- CCC1CN(CCC(=O)N2CCCC2c2nccs2)Cc2cc(OC)ccc2O1 (stereo not given)
  -0.9, 15, -5, 0.4
- Cc1cccc(C)c1OC(=O)NC(C)(C(F)(F)F)C(F)(F)F
  0.5, -7, -13, -0.2
- CCOC(=O)C1=C(C)N=c2s/c(=C/c3cn(C)c4ccccc34)c(=O)n2C1c1cccc(OC)c1 (stereo not given)
  3.2, -6, -20, 0.5
- Cc1ccc(N2C(=O)CSC2c2ccc(C3SCC(=O)N3c3ccc(C)c(Cl)c3)cc2)cc1Cl (stereo not given)
  2.8, -2, -2, -0.3
- O=C1c2ccccc2-c2onc3c(NCc4ccccc4)cc(NCCO)c1c23
  -1.4, 36, 16, -0.5
- CCOc1cccc(C2C(C(=O)c3cccs3)=C(O)C(=O)N2c2nnc(C)s2)c1 (stereo not given)
  4.0, 26, -50, -0.1
- COc1ccccc1N(CC(=O)NCc1ccc(Cl)cc1Cl)S(C)(=O)=O
  -1.3, 5, 4, -0.1
- CC1CN(C(=S)SCC(=O)c2ccc([N+](=O)[O-])cc2)CC(C)O1 (stereo not given)
  0.5, 16, 8, -0.3
- Cc1cnc(CNC(=O)CC2(CC(=O)O)CCCC2)cn1
  -0.7, 0, 0, -0.2

Reprinted from the part before: 2 compounds, then new ones.
Under each structure: GPR151 activ, MITF inh, TEAD-YAP inh, FBW7 activator
- CC1CN(C(=S)SCC(=O)c2ccc([N+](=O)[O-])cc2)CC(C)O1 (stereo not given)
  0.5, 16, 8, -0.3
- Cc1cnc(CNC(=O)CC2(CC(=O)O)CCCC2)cn1
  -0.7, 0, 0, -0.2
- COc1ccc(OC)c(NC(=O)CSc2cc(=O)n(C)c3cc(Cl)ccc23)c1
  -0.3, -8, -3, 0.0
- CCC(=O)c1ccc(OCC(O)CNC2CCCCCC2)cc1 (stereo not given)
  2.5, 0, 9, 0.1
- O=C(c1ccc2c(c1)S(=O)(=O)N=C1CCCCCN12)N1CCCc2ccccc21
  3.7, 14, 7, 0.5
- O=C(CN1CCCC1=O)N1CCC(c2nc3sc4c(c3c(=O)[nH]2)CCCC4)CC1
  -1.2, 15, 3, 0.2
- CCc1c(C)nc2ncnn2c1N1CCN(C(=O)c2cccc(OC)c2)CC1
  0.5, -2, 6, -0.1
- CC(=O)c1c(C)oc2c1c1c(c3ccccc32)OCN(C2CC(C)(C)NC(C)(C)C2)C1
  -1.5, 7, -7, 0.0
- O=c1cc(N2CCN(c3ccccc3F)CC2)[nH]c(=O)n1-c1ccccc1
  1.6, 6, 13, 0.0
- O=C1OC(c2ccc(Cl)cc2Cl)=N/C1=C\c1cccc(Cl)c1
  -0.5, 1, 13, -0.1
- CCCCC(=O)Nc1ccc(OC)c(OC)c1
  -1.1, -3, -5, 0.1
- CCOC(=O)c1ccc2nc(C)cc(Nc3ccc(N(C)C)cc3)c2c1
  -0.8, 4, 6, -0.5
- Cc1nc2ccc(Cc3ccc4nc(C)oc(=O)c4c3)cc2c(=O)o1
  1.4, 4, -1, -0.1
- O=C1c2ccccc2C(=O)N1CC1c2ccccc2CCN1S(=O)(=O)c1ccc(F)c(F)c1 (stereo not given)
  -1.2, 12, 0, 0.1
- CCN1C(=O)C2Cc3c([nH]c4ccccc34)CN2C1=S (stereo not given)
  -0.5, 20, 4, -0.2
- Cc1cc2nc(SC3c4ccccc4-c4ccccc43)n(Cc3ccccc3Cl)c2cc1C
  0.0, 0, -1, -0.1
- Cc1nnc2c(NC3CCCC3)nc3ccccc3n12
  -0.2, -15, 11, -0.1

(next part)
Under each structure: GPR151 activ, MITF inh, TEAD-YAP inh, FBW7 activator
- Cc1cccc(NC(=S)NC(=O)/C=C/c2ccco2)n1
  -0.8, 9, -51, 0.1
- CCC(=O)N(Cc1ccco1)Cc1cc2cc(C)c(C)cc2n2nnnc12
  0.8, 8, 0, 0.0
- CC(C)(C)n1nc2c(c1NC(=O)Cc1cccc3ccccc13)CS(=O)(=O)C2
  2.5, -11, -12, 0.0
- CC(C)C(C(=O)O)N1C(=O)C2C3CCC(C3)C2C1=O (stereo not given)
  -0.1, 18, 2, 0.0
- O=C(CCc1ccccc1)NC(=S)Nc1ccc2c(c1)COC2=O
  0.3, 15, 7, 0.3
- CC(C)CC(=O)Nc1cc(=O)n(C)c(=O)n1C
  0.0, -4, -2, -0.1
- CC(=O)Nc1cccc(OCc2nnc(-c3ccccc3)o2)c1
  0.8, 3, -45, 0.0
- O=C(O)c1cn(Cc2ccc(F)cc2)nc1OCc1ccc(F)cc1
  -1.7, 4, 2, -0.2
- Cc1ccc(N(CCCN2C(=O)c3cccc4cccc(c34)C2=O)C(=O)c2cccc([N+](=O)[O-])c2)cc1
  3.4, 2, 2, 0.1
- O=C(NCCc1nnc2n1CCN(Cc1cccc(-c3ccco3)c1)CC2)c1cccnc1
  -1.5, 7, -7, 0.0
- Nc1nc(Cl)cc(Nc2ccc3c(c2)OCO3)n1
  -2.3, 13, -24, 0.1
- CCc1ccc2nc(SCC(=O)Nc3nnc(CC)s3)c(C#N)cc2c1
  -0.3, -2, -15, 0.2
- Cc1ncc2c(c1CNC(=O)CN1CCCCC1)CCN(C(=O)C1(c3ccccc3)CC1)C2
  2.8, 9, 4, 0.1
- COc1ccccc1N1CCN(C2CCCN(C(=O)c3scnc3C)C2)CC1 (stereo not given)
  -1.7, 8, -3, 0.3
- COCCCNCc1c(C(=O)N2CCCC2)nc2ccccn12
  1.9, 1, 7, 0.0

(next part)
Under each structure: GPR151 activ, MITF inh, TEAD-YAP inh, FBW7 activator
- Cc1ccc(CN2CCNC(=O)C2CC(=O)N2CCCN(Cc3ccccn3)CC2)o1 (stereo not given)
  5.6*, 13, -1, -0.2
- Cc1nn(C(=O)N(C)c2ccccc2)c(C)c1Br
  -0.1, 12, 5, 0.0
- COC(=O)c1cc(NC(=O)CSc2n[nH]c(-c3ccc(OC)cc3)n2)ccc1Cl
  -1.4, 7, 1, 0.0
- COc1ccc(C(=O)N=c2sc3cc4c(cc3n2C)OCCO4)cc1
  2.6, -6, -30, 0.1
- Cn1cc(-c2ccc3ccccc3n2)c(=O)c2ccccc21
  -0.8, 5, -47, 0.1
- CCONC(=O)c1cnc2scc(C(C)(C)C)n2c1=O
  0.0, 8, -11, -0.1
- Cc1cc(C(=O)N(C)c2ccccc2)on1
  1.2, 2, -7, -0.1
- CC1Sc2cc(S(=O)(=O)CCC(=O)Nc3ccc(F)cc3F)ccc2NC1=O (stereo not given)
  0.0, 6, 7, 0.0
- CC(Cc1cccs1)NC(=O)COc1cccc2c1OC(C)(C)C2 (stereo not given)
  -1.8, 5, -17, 0.6
- CC1(C)CCC[C@@](C)([C@H]2CC[C@]3(C)[C@@H]2[C@H](O)C[C@@H]2[C@@]4(C)CC[C@H](O)C(C)(C)[C@@H]4CC[C@]23C)O1
  -2.2, 20, 7, 0.0
- Cc1cc(NC(=O)COC(=O)c2cccnc2N)no1
  -1.7, 2, -10, -0.1
- CCOC(=O)c1c(O)c2cccc3c2n(c1=O)CCC3
  -0.2, 4, 1, -0.1
- Cc1cc(C)cc(C(=O)Nc2nccs2)c1
  0.3, -7, -9, -0.2
- CCOC(=O)c1ccc(NC(=O)/C=C/c2ccccc2Cl)cc1
  2.5, -2, -1, 0.1
- Cc1[nH][nH]c(=O)c1C(c1ccc(-c2ccc(Cl)c(C(=O)O)c2)o1)c1c(C)[nH][nH]c1=O
  0.0, 16, 1, -1.1

More structures.
Under each structure: GPR151 activ, MITF inh, TEAD-YAP inh, FBW7 activator
- O=C(COc1cccc(C(F)(F)F)c1)OCC(=O)c1ccccc1
  -1.8, -6, 1, 0.3
- CCOc1cc(C=C(C#N)C#N)ccc1OCc1ccccc1
  -0.5, -9, 6, -0.1
- O=C(Cn1cccn1)N1CCC2(CC1)CC2C(=O)N1CCN(C/C=C/c2ccccc2)CC1 (stereo not given)
  -0.8, -7, -4, -0.1
- Cc1cc(C23CC4CC(CC(C4)C2)C3)ccc1NC(=O)/C=C/c1ccc([N+](=O)[O-])cc1
  0.0, 3, -6, -0.3
- COC(=O)C(NC(=O)c1ccccn1)C(O)c1ccccc1 (stereo not given)
  -0.3, -9, -7, -0.1
- O=C(COc1cccc(C(F)(F)F)c1)NNC(=O)C12CC3CC(CC(C3)C1)C2
  -1.5, 1, -1, -0.1
- COc1ccc(COC(=O)C2=C(C)NC3=C(C(=O)CCC3)C2c2ccc([N+](=O)[O-])cc2)cc1 (stereo not given)
  -0.3, 10, 5, 0.5
- CCOc1ccc2nc(SCC(=O)Nc3ccc4c(c3)OCO4)[nH]c2c1
  0.0, 1, 11, 0.0
- O=C(Nc1cc(Cl)cc(Cl)c1)c1ccc(F)c(S(=O)(=O)NCCc2ccccc2)c1
  2.7, -3, -1, -0.2
- COc1cc(NC(=O)CSc2nncn2C)cc(OC)c1OC
  -0.2, 12, -2, 0.0
- CCN1C(=O)/C(=C\c2ccc(-c3ccccc3C(=O)O)o2)N(CC)C1=S
  0.6, -1, -7, 0.0
- O=C(NN=C1C2CC3CC(C2)CC1C3)c1cccc(O)c1
  -0.2, 30, 6, 0.7
- CSCCC(NC(=O)c1ccccc1C)C(=O)NCc1ccc(C)cc1 (stereo not given)
  1.9, 5, 8, 0.0
- N#CC1=C(N)SC(N)=C(C#N)C1c1ccc([N+](=O)[O-])cc1
  0.0, -8, 2, -0.5
- O=C(CCc1ccccc1)Nc1cc(Cl)ccc1Cl
  -0.9, 6, -8, 0.2

Some of these compounds in order of count of non-hydrogen atoms, ascending:
Under each structure: GPR151 activ, MITF inh, TEAD-YAP inh, FBW7 activator
- CCN1C(=O)/C(=C\c2ccc(-c3ccccc3C(=O)O)o2)N(CC)C1=S
  0.6, -1, -7, 0.0
- O=C(COc1cccc(C(F)(F)F)c1)NNC(=O)C12CC3CC(CC(C3)C1)C2
  -1.5, 1, -1, -0.1
- O=C(Nc1cc(Cl)cc(Cl)c1)c1ccc(F)c(S(=O)(=O)NCCc2ccccc2)c1
  2.7, -3, -1, -0.2
- Cc1cc(C23CC4CC(CC(C4)C2)C3)ccc1NC(=O)/C=C/c1ccc([N+](=O)[O-])cc1
  0.0, 3, -6, -0.3
- O=C(Cn1cccn1)N1CCC2(CC1)CC2C(=O)N1CCN(C/C=C/c2ccccc2)CC1 (stereo not given)
  -0.8, -7, -4, -0.1

The list goes on:
Under each structure: GPR151 activ, MITF inh, TEAD-YAP inh, FBW7 activator
- CN1CCN(c2c(F)cc3c(=O)c(C(=O)O)cn(CCF)c3c2F)CC1
  6.3*!, 17&-18, 3, 0.1&0.2
- Cc1cccc(NC(=S)NNC(=S)NC(=O)C2CC2)c1C
  0.4, -1, 3, -0.3
- Cc1cc(C)cc(NC(=O)NCc2nnc(SCc3ccccc3)n2C)c1
  -1.1, -3, -10, 0.3
- CCc1ccc(-n2cnc3cc(C(=O)NCCOC)ccc32)cc1
  -0.8, 4, -49, -0.1
- CCOC(=O)c1c(NC(=O)N/N=C/c2cccc(OC)c2OC)sc(C(C)=O)c1C
  2.1, -9, 3, -0.1
- O=C(O)CCC(=O)Nc1ccc(N2CCOCC2)c2nonc12
  0.1, 7, 7, 0.0
- O=C1CC(C(=O)Nc2ccc(C(=O)O)cc2)SC(=Nc2ccccc2)N1 (stereo not given)
  -0.4, -24, -7, -0.1
- COC(=O)CNc1c(-c2ccccc2)nc2ccccn12
  -1.0, -1, 6, 0.6
- NC1=NC(=O)C(CC(=O)Nc2ccc(SC(F)F)cc2)S1 (stereo not given)
  1.6, 10, -5, 0.1
- COc1ccc(OC)c(-n2c(O)c(C=Nc3ccc(C)cc3)c(=O)[nH]c2=S)c1
  -0.9, 13, -8, 0.8
- CC1=CS/C(=C2/C(=O)N=C(C)N(c3ccccc3)N2C)N1c1ccccc1
  -1.2, 9, 3, 0.4
- O=C1OC(c2cc([N+](=O)[O-])ccc2Cl)=N/C1=C\c1ccc(-c2ccc(Br)cc2)o1
  0.2, 1, -10, 0.2
- CC(Nc1ccc(-c2ccc(C=O)cc2)cn1)c1ccccc1 (stereo not given)
  -0.7, 6, -60, 0.2
- CC(=O)Oc1ccc(C(=O)OCc2ccccc2)cc1
  -0.8, 6, 8, 0.2
- CCOc1ccc(Br)cc1S(=O)(=O)NC1CCCCC1
  -0.6, 21, 0, 0.4
- O=C(COC(=O)CN1C(=O)C2CCCCC2C1=O)Nc1ccccc1 (stereo not given)
  -0.9, 15, -23, 0.2
- O=C(O)c1ccc(Nc2c3c(nc4ncnn24)CCC3)cc1
  -0.7, -3, -4, -0.4
